# Epigenetic reg – epigenetic control regulation, reporter derepression. AID 1865. murine LDR cells, GFP reporter derepression, 30 h. Potency, µM (top dose mostly 53.9 µM), inactives show at the highest dose GFP activation, most hits filed as activators. hit rate 0.2% among 280,000; active = well fitted activation curve with a large enough effect; inconclusive = small, poorly fitted or top-dose-only effect; also: % of control where 0% means no effect; nearly all actives have a fitted effect of over 60% in size
#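 Murine LDR cells bearing a silenced CMV-driven GFP reporter were exposed to compound for 30 h at 37 C. After PBS washes, GFP-positive cells (20-120 um objects) counted by laser-scanning microplate cytometry.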
# Starred values were filed as active, the others as inactive; ? = inconclusive. Potency is read from the fitted curve at half-maximal effect. This is a subset; the hit share may differ from the screen's.
SMILES,Epigenetic reg
CCOc1ccc(N(CC)S(=O)(=O)N2CCCC(C(=O)Nc3ccc(C(C)=O)cc3)C2)cc1 (centres undefined),5.6%
COc1ccc(OC)c(CNC(=O)CCS(=O)(=O)c2ccc3c(c2)oc(=O)n3C)c1,-0.4%
Cc1ccc2c(c1)cc1c(=O)n(Cc3ccccc3Cl)nc(C)n12,0.9%
Cc1c(Cl)cccc1NC(=O)c1cc2nc(-c3ccc4c(c3)OCO4)cc(C(F)(F)F)n2n1,1.6%
Cc1ccc(NC(=O)CN2C(=O)CC(c3ccc(C)c(C)c3)=Nc3ccccc32)cc1,1.5%
COc1cccc(CNC(=O)c2ccc3c(c2)nc2n3CCC(C)C2)c1 (centres undefined),-3.0%
CCC(C(=O)NCCc1ccccc1)n1nc(C)c2sc3ccccc3c2c1=O (centres undefined),8.6%
CSc1ncc(C(=O)NCc2ccc(Cl)cc2)c(C(F)(F)F)n1,-0.2%
COc1ccc(-c2nc(CSc3nc4ncccc4[nH]3)c(C)o2)cc1OC,-0.4%
CCc1nc2nc(C)cc(Nc3cccc(C)c3C)n2n1,0.0%
CCOC(=O)c1cc(C)n(CC2CCC(C(=O)Nc3ccc(OC)c(OC)c3)CC2)c1C (centres undefined),9.8%
CCc1ccc(NC(=O)CSC2=Nc3ccccc3C3=NC(CC(=O)NCc4ccccc4)C(=O)N23)cc1 (centres undefined),-1.3%
Cc1ccccc1N1CC(c2nc3ccccc3n2Cc2ccc(Br)cc2)CC1=O (centres undefined),-4.8%
Cc1cc2oc(C(=O)Nc3ccc(S(=O)(=O)N(C)c4ccccc4)cc3)cc(=O)c2cc1C,0.0%
CN1CCN(CCCNC(=O)c2cnn(-c3ccccc3)c2-n2cccc2)CC1,-2.3%
COc1ccc(C(=O)NCC(c2cccnc2)N2CCN(c3ccccc3)CC2)cc1 (centres undefined),0.0%
COc1ccc(-n2cc(C(=O)N(C)c3cc(C)ccc3OC)c3ccccc3c2=O)cc1,0.0%
CCCCN(CCCC)CCCNC(=O)Cn1cc2c(n1)-c1c(oc(C(=O)N3CCCC3)c1C)CC2,-0.9%
Cc1ccc(N2CC(NC(=O)/C=C\c3ccc4c(c3)OCO4)CC2=O)cc1 (centres undefined),-0.7%
CCc1ccc(NC(=O)CSc2nc3ccccc3nc2Cc2ccccc2OC)cc1,2.7%
CC(=O)c1cccc(NC(=O)Cn2c(C)c3cnn(-c4ccccc4)c(=O)c3c2C)c1,-2.5%
Cc1cccc(Cn2nnc3c(=O)[nH]c(C4CCCN(C(=O)c5ccccc5Cl)C4)nc32)c1 (centres undefined),1.6%
Cc1cc(C)cc(C(=O)Nc2nnc3n2CCS3)c1,1.4%
CCCCCn1c(=O)[nH]c2cc(C(=O)N3CCN(c4cccc(Cl)c4)CC3)ccc2c1=O,-2.5%
CCc1ccc(NC(=O)CSc2nc(=O)n(Cc3ccco3)c3c2CCC3)cc1,2.1%
COc1ccc(-c2nc(Cn3c(SCc4ccccc4F)nc4cccnc43)c(C)o2)cc1,0.0%
CCN(CC)c1nn2c(=O)c(C(=O)NCc3cccc(C)c3)cnc2s1,1.1%
O=C(Nc1ccccc1C(F)(F)F)n1ncc2cc(Cl)ccc21,-1.7%
COC(=O)c1c(NC(=O)CCCOc2ccccc2C)sc2c1CCC(C)C2 (centres undefined),-1.1%
Cc1ccc(NC(=O)c2sc3ncnc(N(C)C4CCCCC4)c3c2C)cc1,-1.3%

# Exported with tabs: seven of the compounds above
Molecule	Epigenetic reg
Cc1c(Cl)cccc1NC(=O)c1cc2nc(-c3ccc4c(c3)OCO4)cc(C(F)(F)F)n2n1	1.6%
Cc1ccc(NC(=O)CN2C(=O)CC(c3ccc(C)c(C)c3)=Nc3ccccc32)cc1	1.5%
COc1cccc(CNC(=O)c2ccc3c(c2)nc2n3CCC(C)C2)c1 (centres undefined)	-3.0%
CCC(C(=O)NCCc1ccccc1)n1nc(C)c2sc3ccccc3c2c1=O (centres undefined)	8.6%
CSc1ncc(C(=O)NCc2ccc(Cl)cc2)c(C(F)(F)F)n1	-0.2%
COc1ccc(-c2nc(CSc3nc4ncccc4[nH]3)c(C)o2)cc1OC	-0.4%
CCc1nc2nc(C)cc(Nc3cccc(C)c3C)n2n1	0.0%

# Other results follow.
SMILES,Epigenetic reg
CCc1ccc(N2CCn3c2nc2c3c(=O)n(Cc3c(F)cccc3Cl)c(=O)n2C)cc1,0.0%
COC(=O)c1cc(NC(=O)CCc2c(C)nc3cc(-c4ccccc4)nn3c2C)cc(C(=O)OC)c1,0.0%
O=C(Nc1ccccc1F)C(Cc1ccccc1)N1Cc2ccccc2C1=O (centres undefined),-0.4%
Cc1nn(-c2ccccc2)c2c1cc1c(=O)n(C)c(=O)nc-1n2-c1cccc(Cl)c1,0.1%
COc1ccccc1CNC(=O)c1cc2cc3ccc(Cl)cc3nc2o1,-0.1%
CCN(CC)S(=O)(=O)c1ccc2c(c1)c(=O)c(C(=O)NCCc1ccccc1)cn2C,-0.7%
CCOc1ccc(NC(=O)Cn2c(=O)n(Cc3ccccc3)c(=O)c3c4c(sc32)CN(C(C)=O)CC4)cc1,1.4%
COc1ccc(-c2cnc(C)o2)cc1S(=O)(=O)Nc1ccc(OC(F)(F)F)cc1,-2.8%
Cc1cccc(N(C)C(=O)c2cc3c(=O)oc4ccc(C)cc4c3s2)c1,0.0%
O=C(Cn1cc(SCc2ccccc2)c2ccccc21)N1CCCCCC1,-0.1%
Cc1nnc(NC(=O)C(=O)c2cc(C)n(-c3ccc(C)c(C)c3)c2C)s1,-1.9%
O=C(NC1CCCC1)c1ccc(CSc2nc3cccnc3n2Cc2ccccc2F)cc1,-0.2%
Nc1c(C(=O)Nc2cccc(C(F)(F)F)c2)c2ccccn2c1C(=O)c1ccccc1,0.3%
Cc1cc(Cl)ccc1Nc1ncnc2onc(C)c12,-0.2%
CCOc1ccccc1NC(=O)N(Cc1ccc(C)o1)C1CCN(C(C)=O)CC1,-0.4%
CCOC(=O)c1c(C)[nH]c(CCC(=O)Nc2c(Cl)cc(OC)cc2OC)c1C,-0.2%
N#C/C(=C\c1ccc(F)cc1)C(=O)NCC1CCCO1 (centres undefined),-0.8%
COc1ccccc1N1CCN(C(=O)CCS(=O)(=O)c2cc(Br)cc3c2N(C(C)=O)CC3)CC1,1.5%
CCOc1ccccc1NC(=O)Cn1cc(C(=O)c2cccc(OC)c2)c(=O)c2ccc(C)nc21,?
Cc1ccc(NC(=O)Cn2c(-c3nonc3N)nc3ccccc32)cc1Cl,-2.9%
CCOc1ccccc1CNC(=O)c1oc2c(c1C)-c1[nH]ncc1CC2,-1.9%
CCc1ccccc1N1CC(c2nc3ccccc3n2CCCCOc2ccccc2OC)CC1=O (centres undefined),-3.5%
COC(=O)c1cc2oc(C)cc2n1CC(=O)Nc1ccc(OC)c(OC)c1,0.8%
COC(=O)c1ccc(NC(=O)CC2C(=O)N(c3ccc(F)cc3)C(=O)N2Cc2ccc(OC)cc2)cc1 (centres undefined),0.3%
Cc1ccc(N2C(=O)CSC23C(=O)N(CC(=O)Nc2ccc(C)cc2C)c2ccccc23)cc1 (centres undefined),-1.3%
Clc1ccccc1N1CCN(Cc2nnc(-c3ccccc3)o2)CC1,-1.0%
CCn1cc(C(=O)NCCCOC(C)C)c(=O)c2cc(S(=O)(=O)N3CCOCC3)ccc21,-0.8%
Cc1cc(=O)n2nc(N3CCC(C(=O)Nc4c(C)cccc4C)CC3)sc2n1,-0.6%
O=C(CN1N=C(c2ccccc2)CCC1=O)NCc1ccc(F)cc1Cl,2.9%
COc1cc(OC)c(NC(=O)Nc2sc3nc4n(c(=O)c3c2C)CCC(C)CC4)cc1Cl (centres undefined),1.4%
COc1ccc(-n2c(-c3ccco3)nc3c(cnn3-c3ccccc3Cl)c2=O)cc1,-0.7%
COc1ccccc1NC(=O)CSc1oc(-c2cccs2)nc1S(=O)(=O)c1ccccc1,2.8%
CC1CCN(S(=O)(=O)c2ccc3c(c2)c(=O)c(C(=O)NC(C)c2ccccc2)cn3C)CC1 (centres undefined),3.1%
Cc1cc(C)c2c(=O)cc(C(=O)Nc3nc4ccc(F)cc4s3)oc2c1,0.0%
CCCN(C(=O)c1c(C)oc2ncnc(N3CCOCC3)c12)c1ccc(Cl)c(Cl)c1,0.4%
CCNc1c(NC(=O)c2ccccc2OCC)c(=O)oc2ccccc12,3.8%
CN(C)c1ccc(CNC(=O)C2CCN(S(=O)(=O)c3ccc4c(ccn4C)c3)CC2)cc1,-1.7%
Cc1cccc2sc(N(Cc3cccnc3)C(=O)Cc3ccccc3)nc12,6.3%
CCOC(=O)c1cccc(NC(=O)c2ccc3nc(CCc4ccccc4)oc3c2)c1,1.7%
COc1ccc(NC(=O)c2ccc(NC(=O)CCS(=O)(=O)c3cccs3)cc2)cc1Cl,2.7%
Cc1ccc(NC(=O)C2CCC(CNS(=O)(=O)c3csc(C(N)=O)c3)CC2)cc1Cl (centres undefined),-2.6%
Cc1ccc(NC(=O)CSc2ncn[nH]2)cc1C,0.0%
CC1CCN(C(=O)Cn2ncc3c4ccccc4n(Cc4ccc(Cl)cc4)c3c2=O)CC1,-2.4%
Cc1ccc(CNC(=O)CCS(=O)(=O)c2cc3c4c(c2)CCN4C(=O)CC3)cc1,-1.6%
CN1C(=O)c2ccccc2Sc2ccc(NC(=O)N3CCN(c4cccc(Cl)c4)CC3)cc21,4.5%
Cc1cccc(CSc2nc3cc(C(=O)NC4CCCC4)ccc3c(=O)n2Cc2ccccc2)c1,0.8%
CCOC(=O)c1c(NC(=O)/C=C/c2ccc(OCC)c(OC)c2)sc2c1CCC2,-1.9%
Cc1ccc(C(=O)c2cn(Cc3cccc(Cl)c3)c3nc(C)ccc3c2=O)cc1,-0.9%
COc1ccc(-c2noc(-c3ccc(C)cc3Cl)n2)cc1OC,-1.0%
COc1cccc(C2C(C(=O)Nc3ccccc3OC)=C(C)Nc3nc(-c4ccco4)nn32)c1 (centres undefined),-1.1%
Cn1c(=O)c2c(-c3ccccc3Cl)n(Cc3ccc(Cl)cc3)cc2n(C)c1=O,1.9%
CC(C)CN(CCNC(=O)c1cc(-c2cccs2)nc2ccccc12)CC(C)C,4.1%
CC1CCC(NC(=O)c2ccc(CS(=O)(=O)c3c(Cl)cccc3Cl)o2)CC1 (centres undefined),0.0%
CC(C)C1N=C2c3ccccc3N=C(SCC(=O)NCc3ccc(F)cc3)N2C1=O (centres undefined),-0.8%
CCCC(=O)N1CC(=O)Nc2ccc(Cl)cc2C1c1ccccc1 (centres undefined),0.1%
CCc1ccc2occ(CC(=O)Nc3c(C(=O)Nc4ccc(Cl)cc4)oc4ccccc34)c2c1,10%
Cc1cc(C)cc(NC(=O)CN2C(=O)CSc3ccc(S(=O)(=O)N4CCCC4)cc32)c1,3.5%
CCOC(=O)c1c(Nc2ccc(C)c(C)c2)nnc(-c2ccccc2)c1-c1ccccc1,0.2%
CCOc1ccc(NC(=O)Cn2nnc(C(=O)OC)c2C(=O)OC)cc1,3.5%
COC(=O)c1sccc1S(=O)(=O)N(CC(=O)Nc1ccccc1)c1ccccc1,-1.1%

# Later entries:
SMILES,Epigenetic reg
CCN1C(=O)c2ccccc2S(=O)c2ccc(C(=O)NCc3ccc(C)cc3)cc21 (centres undefined),-0.3%
CCOc1ccc(CCNC(=O)C2=C(C)C(=O)OC23CCCCC3)cc1,0.0%
COc1ccccc1CNC(=O)c1cnc(N(C)C)nc1,-3.5%
CCOC(=O)c1ccc(CN(Cc2ccc(F)cc2)S(=O)(=O)c2cc(C(=O)Nc3ccccc3CC)ccc2F)cc1,3.5%
COc1cccc(-c2cc(C(=O)Nc3c(C)nn(Cc4ccccc4Cl)c3C)no2)c1,-0.1%
COCCCNS(=O)(=O)c1cc(-c2onc(C)c2C)ccc1OC,-2.2%
COc1cc(CNCCSc2nnnn2C)ccc1OCc1ccc(Cl)cc1Cl,0.8%
Cc1ccccc1-c1nnc(SCC(=O)N2CCCc3ccccc32)o1,-0.9%
CC(=O)N1c2ccccc2C(=O)C1N1CCN(c2cccc(C)c2C)CC1 (centres undefined),1.6%
CCOc1ccc(NC(=O)CN2CCN(Cc3ccccc3)S2(=O)=O)cc1,-5.7%
O=C(CSc1nnc(-c2cccc(F)c2)c(-c2cccc(F)c2)n1)NC1CCCCC1,?
CCOc1ccc(NC(=O)CN2C(=O)COc3ccc(S(=O)(=O)NC4CCCC4)cc32)cc1,-1.2%
COc1ccc(Cl)cc1N(C)C(=O)c1ccc2c(=O)n3c(nc2c1)CCCCC3,-0.7%
COc1cccc(C(=O)N(Cc2ccc(N(C)C)cc2)Cc2ccco2)c1,-1.9%
COc1ccc(C(=O)NCc2ccc3c(c2)CCN3C(=O)c2ccc(F)cc2)cc1,0.0%
O=C(Cn1c(=O)oc2cc(S(=O)(=O)NCc3ccccc3)ccc21)NCc1ccc(F)cc1,1.4%
Cc1nc(N2CCOCC2)c2c(C(=O)N3CCN(c4cccc(C(F)(F)F)c4)CC3)c(C)oc2n1,-0.4%
Cc1ccccc1CN1C(=O)c2ccccc2Sc2ccc(C(=O)NCCCN3CCOCC3)cc21,-1.1%
Cc1cc(-c2nc3ncccc3o2)ccc1NC(=O)COc1cc(C)c(Cl)c(C)c1,-1.0%
CCc1ccccc1NC(=O)CN1C(=O)COc2ccc(S(=O)(=O)Nc3ccccc3)cc21,0.0%
CC(=O)c1ccc(NC(=O)c2cc3sccc3n2Cc2ccc(F)cc2)cc1,-3.3%

# Fetched by compound from the list above:
SMILES,Epigenetic reg
COc1cccc(C(=O)N(Cc2ccc(N(C)C)cc2)Cc2ccco2)c1,-1.9%
Cc1ccc(NC(=O)CN2C(=O)CC(c3ccc(C)c(C)c3)=Nc3ccccc32)cc1,1.5%
CCOc1ccccc1NC(=O)Cn1cc(C(=O)c2cccc(OC)c2)c(=O)c2ccc(C)nc21,?
Cc1cccc(Cn2nnc3c(=O)[nH]c(C4CCCN(C(=O)c5ccccc5Cl)C4)nc32)c1 (centres undefined),1.6%
Cc1ccc(NC(=O)Cn2c(-c3nonc3N)nc3ccccc32)cc1Cl,-2.9%
COc1cc(OC)c(NC(=O)Nc2sc3nc4n(c(=O)c3c2C)CCC(C)CC4)cc1Cl (centres undefined),1.4%

# High-throughput results (PubChem)
